Screening data deposited in PubChem BioAssay by Columbia University Molecular Screening Center.
E-sel TNF inh: blocks E-selectin expression induced by TNF alpha. HUVEC TNFa-induced E-selectin immunofluorescence, high content. inhibition, % at 2 µM. actives 0.71% (n = 120,000);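 active = inhibition above the batch mean plus 3 SD, and confirmed as a hit on visual image review, cut at about 43% in these data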;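 note: 0% = TNF-stimulated DMSO wells and 100% = unstimulated control wells; not every result past the cut was called active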
* = called active by the depositor.

SMILES	E-sel TNF inh
CCN1CCN(C(=S)c2ccc(-c3ccccc3)cc2)CC1	-1
CCC(C)N1CCNCC1 (stereo not given)	-8
COc1ccc(-n2cc(CNCCCn3ccnc3)c(-c3ccccc3Cl)n2)cc1	15
C=CCNC(=O)CN1CCC(NC(=O)c2ccco2)CC1	33
COc1ccc(CS(=O)/C(Cl)=C(/Cl)C(=O)Nc2ccc(OC)nc2)cc1 (stereo not given)	99*
Cc1csc(NC(=O)CCC(=O)c2cccs2)n1	-6
O=C(O)C1Cc2[nH]cnc2C(c2ccc(F)cc2)N1 (stereo not given)	-17
O=C1C2C3C=CC(CC3)C2C(=O)N1c1ccccc1[N+](=O)[O-] (stereo not given)	22
COc1ccc(/C=N/NC(=O)C(=O)NCc2cccnc2)cc1	-7
CCOc1ncccc1C(=O)Nc1ccc(S(=O)(=O)N2CCCC2)cc1	2
CC1(C(=O)N/N=C/c2ccccc2)CC1(Br)Br (stereo not given)	-45
COCCn1c(C)cc(C(=O)CN2CCCCC2)c1C	8

Next part; the last 12 above are carried over.
SMILES	E-sel TNF inh
CCN1CCN(C(=S)c2ccc(-c3ccccc3)cc2)CC1	-1
CCC(C)N1CCNCC1 (stereo not given)	-8
COc1ccc(-n2cc(CNCCCn3ccnc3)c(-c3ccccc3Cl)n2)cc1	15
C=CCNC(=O)CN1CCC(NC(=O)c2ccco2)CC1	33
COc1ccc(CS(=O)/C(Cl)=C(/Cl)C(=O)Nc2ccc(OC)nc2)cc1 (stereo not given)	99*
Cc1csc(NC(=O)CCC(=O)c2cccs2)n1	-6
O=C(O)C1Cc2[nH]cnc2C(c2ccc(F)cc2)N1 (stereo not given)	-17
O=C1C2C3C=CC(CC3)C2C(=O)N1c1ccccc1[N+](=O)[O-] (stereo not given)	22
COc1ccc(/C=N/NC(=O)C(=O)NCc2cccnc2)cc1	-7
CCOc1ncccc1C(=O)Nc1ccc(S(=O)(=O)N2CCCC2)cc1	2
CC1(C(=O)N/N=C/c2ccccc2)CC1(Br)Br (stereo not given)	-45
COCCn1c(C)cc(C(=O)CN2CCCCC2)c1C	8
Cc1ccc(C)c(N2CCN(CCCNC(=O)Cn3cccc3C(=O)c3ccccc3C)CC2)c1	28
O=C(COc1ccc2ccccc2c1)Nc1cccc2c1C(=O)NC2=O	-1
CCN(c1ccccc1)S(=O)(=O)c1ccc(Cl)c(C(=O)OCC(=O)NC(=O)C(C)C)c1	15
COc1ccc(Cn2c(=S)[nH]c3cc(OC)c(OC)cc3c2=O)cc1	-2
O=C1C(=O)N(CCN2CCOCC2)C(c2cccnc2)/C1=C(/O)c1ccccc1 (stereo not given)	-8
CC(C)(C)c1cc[n+](/C(C(=S)Nc2ccccc2F)=C(/[O-])c2ccc3c(c2)OCCO3)cc1	-10
O=C(/C=C/c1cccs1)Nc1nccs1	-1
COc1ccc(-n2cc(-c3ccc(Br)cc3)[nH]c2=S)cc1	-20
c1ccc(CC(Nc2ccccn2)c2ccccc2)cc1 (stereo not given)	-15
CC[C@H](C)[C@H](NC(N)=O)C(=O)NCCc1ccc(Cl)cc1Cl	0
CCOC(=O)Cc1csc(NC(=O)CSc2nc(-c3ccccc3)c(C#N)c(=O)[nH]2)n1	45
CCCCSc1nnc(CSc2ncccn2)n1C	6
N#Cc1c(NC(=O)CCCl)sc2c1CCCCC2	-22
O=C(CCS(=O)(=O)CCN1CCOCC1)NCNC(=O)CCS(=O)(=O)CCN1CCOCC1	-10
Cc1cc(C)n2c(nc3ccccc32)c1C(=O)NCc1ccccc1	1
CC(C)CCNC(=O)C1(c2cccs2)CCOCC1	0
O=C(NNC(=S)NC(=O)c1ccco1)c1ccc(NC(=O)c2ccccc2)cc1	17
N#CCSc1nnc(-c2ccc(F)cc2)n1N	-27
CC(C)(C)c1ccc(OCC(=O)NNC(=O)c2cccnc2)cc1	-7
O=C(CN1C(=O)S/C(=C/C=C/c2ccccc2)C1=O)Nc1ccc(C(=O)O)cc1	-2
CC1Cc2ccccc2N1C(=O)CSc1nnc(C2CC2)n1C (stereo not given)	-15
O=C(NNC(=O)C1CCN(Cc2ccc(F)cc2Cl)CC1)Nc1ccc([N+](=O)[O-])cc1	14
COc1ccc(C)cc1N/C(N)=N/c1nc(C)cc(C)n1	-1
O=C(c1cccc(N2C(=O)c3ccccc3C2=O)c1)N1CCCCCC1	5
O=C(O)CC(NC(=O)C1CCCCC1)c1ccc(OC2CCCC2)cc1 (stereo not given)	-1
CCCCCCn1nc(C(=O)OCC(=O)c2c(N)n(C)c(=O)n(C)c2=O)c2ccccc2c1=O	-23
COc1ccccc1CNC(=O)c1cc(=O)c2ccccc2o1	7
CCN(c1ccc(NC(=O)COC(=O)/C=C/c2cccs2)cc1)C(C)C	-36
COc1ccc(O)c(/C=N/NC(=S)Nc2cccnc2)c1	-12
COCC(C)n1c(C)cc(C(=O)COC(=O)C2=NN(c3ccccc3)C(=O)CC2)c1C (stereo not given)	-38
Cc1ccc(NC(=O)Cc2n[nH]c(=S)n2C)cc1	8
O=C(N/N=C/c1ccc(OCC2COCCO2)cc1)c1ccc(Br)cc1 (stereo not given)	2
CCOc1ccc2oc(C(=O)OCC(=O)NC3CC3)c(C)c2c1	20
Cc1cccc(OCC(=O)NNC(=O)c2ccc([N+](=O)[O-])cc2)c1	-26
C/C(=N/NC(=O)CNC(=O)c1ccccc1F)c1ccc2c(c1)CCCC2	-3
COc1cc(/C=N/Nc2nc(Nc3ccccc3)nc(N3CCCCC3)n2)ccc1OCC(=O)O	-1
CC(C)[C@H](NC(N)=O)C(=O)Nc1ccc(Oc2ccccc2)cc1	-25
CC(C)c1ccc(-n2nc3ccc(N)cc3n2)cc1	-4
O=C(CCc1nnc(Cc2ccc3c(c2)OCO3)o1)NC(c1ccccn1)C(F)(F)F (stereo not given)	-7
CN(CCC#N)C(=O)COC(=O)/C=C/c1cccs1	11
O=c1[nH]ncc2c3ccccc3n(Cc3cccc(Cl)c3)c12	-25
O=S(=O)(c1ccc(Cl)c(S(=O)(=O)N2CCCC2)c1)N1CCCC1	29
CC1CC(C)(C)NC(=S)O1 (stereo not given)	-26
O=C(CSc1nc2ccsc2c(=O)n1Cc1ccccc1)NCC1CCCO1 (stereo not given)	-12
Cc1cc(C(=O)COC(=O)c2ccc(N)cc2)c(C)n1-c1c(C)n(C)n(-c2ccccc2)c1=O	-6
CCN(C(=O)CN1CC(C)OC(C)C1)c1c(N)n(Cc2ccccc2)c(=O)[nH]c1=O (stereo not given)	-7
Cc1ccc(N2C(=S)NC3c4ccccc4OC2(C)C3C(=O)N(C)C)cc1 (stereo not given)	9
O=c1cnc(-c2ccc(Cl)cc2)cn1O	11
COc1ccccc1N(C)S(=O)(=O)c1ccc(C(=O)OCC(=O)N(C)c2ccccc2)cc1	-22
COc1ccc(S(=O)(=O)NC(C)C)cc1C(=O)N1CCOCC1	-8
COc1cccc(NC(=O)c2cc(Cl)nnc2Cl)c1	29
C#CCNc1cc(-c2ccccc2)nc2ncnn12	2
O=C1C=C(NCCOC23CC4CC(CC(C4)C2)C3)C2(CCCCC2)O1	-6
CCOC(=O)C(C)Sc1nc(=O)n2cc(C)ccc2n1 (stereo not given)	-31
COc1ccc(CCNC(=O)CSc2ccsc2[N+](=O)[O-])c(OC)c1	7
Cc1ccc2nc3c(cc(C(=O)NCc4ccco4)c(=N)n3Cc3ccco3)c(=O)n2c1	-51
N#C/C(=C\c1ccccn1)c1nc2ccccc2s1	-13
CCCS(=O)(=O)N1CCN=C1SCc1ccc(C)cc1	8
Cc1cc(NC(=O)CSc2ccc(-c3ccc(F)cc3)nn2)no1	5
O=C(COC(=O)c1cc(=O)[nH]c2ccccc12)c1ccccc1	-21

More entries follow:
SMILES	E-sel TNF inh
Cc1cccc(N=C2NN=C(c3ccccc3F)CS2)c1C	-5
Cc1c(N/C=C(\Cl)C(=O)C(F)(F)F)c(=O)n(-c2ccccc2)n1C	-7
CCOC(=O)CSc1nc(C(C)(C)C)nc2ccccc12	-26
CN(Cc1ccccc1)CC(O)COc1ccc(CNCc2ccc(Cl)s2)cc1 (stereo not given)	-1
Cc1cc(NC(=O)NC2CC(=O)N(c3ccc4c(c3)OCCO4)C2)no1 (stereo not given)	-38
COc1ccc2[nH]c3c(=S)nc[nH]c3c2c1	-14
Nc1nc2nccc(-c3cccnc3)n2n1	0
CN(C)c1ccc(N2CC(C)(C)C2=O)cc1	-12
S=c1nc(C23CC4CC(CC(C4)C2)C3)nc2sccn12	-19
COc1ccc(-c2nnn(CC(=O)N(CCO)C(C(=O)NC3CCCC3)c3ccncc3)n2)cc1 (stereo not given)	-2
COC(=O)c1oc(-c2ccccc2)nc1C	-52
COc1cccc2cc(-c3nc4ccccc4o3)c(=O)oc12	7
CN1C(=O)S/C(=C/c2ccccc2OCc2ccc(C(=O)O)cc2)C1=O	-13
CC(C)[C@H](NC(=O)c1ccccc1)C(=O)OCc1nnc(-c2ccccc2)o1	-31
Cc1ccc(-c2onc3ccc(C4OCCO4)cc23)cc1	-14
O=C(CSCc1ccc(F)cc1)NCc1ccc2c(c1)OCO2	-15
CCN1CCN(c2cc(C)c3cc(NC(=S)NCCCN4CCc5ccccc5C4)ccc3n2)CC1	4
Cc1nc2cc(NCc3cccs3)ccc2n1C	-5
COc1ccc(OC)c(NC(=O)C(=O)NNC(=O)COc2ccc(Br)cc2C)c1	27
CCc1ccccc1NC(=O)Nc1ccc2c(c1)OCO2	-36
COc1ccc(NC(=O)Cc2ccc(C)c(C)c2)cc1Cl	11
CNc1ccc(Oc2nc([N+](=O)[O-])nn2C)cc1	-52
COc1ccc(CCNC(=O)C(=O)NCc2ccccn2)cc1	-15
C=CCn1c(=N)n(CC(=O)c2cccc([N+](=O)[O-])c2)c2ccccc21	-3
O=C(NCc1cccs1)c1cnc(Cl)c(Cl)c1	-24
C/C(=N\NC(N)=O)c1ccc(-n2ccnc2)cc1	4
O=S(=O)(Nc1cccnc1)c1ccccc1	-3
CCOC(=O)C1CCN(c2ncnc3c2nnn3Cc2ccccc2Cl)CC1	-19
Cc1c(Cl)cccc1Nc1ccccc1C(=O)O	12
CCOC(=O)c1ccc(NCCOC)c([N+](=O)[O-])c1	11
CCOC(=O)N1CCN(C(=O)C(C)N(c2ccccc2)S(C)(=O)=O)CC1 (stereo not given)	2
COc1ccc2cc(CN(CC3CCCO3)C(=O)Nc3ccccc3OC)c(=O)[nH]c2c1 (stereo not given)	-6
N#CCC(=O)Nc1ccc(C(=O)OCC(=O)c2ccc3c(c2)OCCO3)cc1	-2
CC(=O)Nc1cccc(Nc2nc(-c3ccccc3F)nc3ccccc23)c1	-4
N#Cc1ccc2c(c1)NC(=O)C1CCCN21 (stereo not given)	56
O=C(c1cc[n+]([O-])cc1)N1CCc2c([nH]c3ccccc23)C1c1ccccc1Cl (stereo not given)	13

Ordered by SMILES length (rising): some entries from above.
SMILES	E-sel TNF inh
Cc1c(Cl)cccc1Nc1ccccc1C(=O)O	12
CCOC(=O)C1CCN(c2ncnc3c2nnn3Cc2ccccc2Cl)CC1	-19
CCOC(=O)N1CCN(C(=O)C(C)N(c2ccccc2)S(C)(=O)=O)CC1 (stereo not given)	2

The list continues:
SMILES	E-sel TNF inh
O=C(Nc1ccc(F)c(F)c1)c1ccco1	-5
CC1CCCC(NCC(O)COC(c2ccc(F)cc2)c2ccc(F)cc2)C1C (stereo not given)	3
S=C(NCC1CCCO1)NC12CC3CC(CC(C3)C1)C2 (stereo not given)	-1
Cc1ccc(OCC(=O)NNC(=O)c2cccnc2)cc1C	-7
C/C(=N\Nc1ncc(Cl)cc1Cl)c1ccc(N2CCOCC2)cc1	-20
CCN(CC)c1ccc2c(Nc3ccccc3)c(C=O)c(=O)oc2c1	-20
COc1cc(C(=O)NCc2nnc(SCC(=O)Nc3ccc4c(c3)OCO4)o2)cc(OC)c1OC	-16
O=C(/C=C/c1ccco1)Nc1ccc2c(c1)OCO2	1
O=C(c1ccc2c3c(cccc13)CC2)C1CCCN(C(=O)c2cccnc2)C1 (stereo not given)	-23
Cc1nnc(Nc2ccc(Cl)c(C(F)(F)F)c2)[nH]c1=O	-10
Cc1ccc(-c2cc3nc(C)cc(C)n3n2)cc1	5
S=C(NCc1ccc2c(c1)OCO2)Nc1ccc2nsnc2c1	-4
COc1ccc(OCC(=O)Nc2ccc3nc(C)sc3c2)cc1	-27
Cc1ccccc1C(=O)NCC(=O)O	-17
COc1ccccc1C(=O)OCCCN=C1NS(=O)(=O)c2ccccc21	-6
Cc1c(Cl)cccc1NC(=O)NCc1ccc(F)cc1	12
COc1ccc(CNC(=O)CN2CCC(n3nnc4cc(F)ccc43)CC2)cc1	5
Fc1ccc(NC(=S)N/N=C/c2ccc(F)c(F)c2)cc1	-11
COc1cccc(CNC(=O)CSc2ccc(-c3ccco3)nn2)c1	-5
OC1(c2cccnc2)CCN(Cc2nnnn2Cc2ccccc2)CC1	5
COc1ccc(/C=N/Nc2ncccc2[N+](=O)[O-])c(OC)c1	3
COc1ccc(C(=O)CSc2nnc(CNc3ccc(F)cc3)o2)cc1	-6
OCCC1CN(Cc2cccs2)CCN1Cc1ccccc1 (stereo not given)	-33
CN1/C(=C/C(=S)NC(=O)C2CCC2)C(C)(C)c2ccccc21	-9
CCc1ccccc1NC(=O)c1ccc([N+](=O)[O-])s1	-7
Cc1ccc(Nc2c(-c3ccccn3)nc3cccc(C)n23)cc1	-4
Cc1ccc(C(=O)Nc2cc3ccccc3oc2=O)cc1	-27
O=C(COC(=O)/C=C/c1ccc(S(=O)(=O)N2CCOCC2)cc1)NCc1ccc(F)cc1	0
C(=N\Nc1nc(N2CCCC2)nc(N2CCCC2)n1)/c1ccccc1OCc1ccccc1	-24
CCCn1c(=N)c(C#N)cc2c(=O)n3cccc(C)c3nc21	-26
CCOc1ccc(-c2cc(C(=O)NCCCn3ccnc3)c3ccccc3n2)cc1	-11
CN(c1ccccc1)S(=O)(=O)c1ccc(NC(=O)c2ccco2)cc1	14
CCCNC(=O)CSc1nc2ccc(OCC)cc2s1	-25
O=Cc1ccc(OCC(=O)Nc2ccccc2-c2ccccc2)cc1	-7

The list is partial. The share of hits here may be higher or lower than overall.
